# ABCB6 inh MLPCN: ABCB6 transporter inhibitors, primary screen, K562-ABCB6 cells, flow cytometry, MLPCN library; ATP-binding cassette sub-family B member 6 (Homo sapiens), Q9NP58; fluorescence ratio to DMSO, % at 10 µM; hit rate 0.19% among 360,000; K562-ABCB6 porphyrin accumulation, 1 h; stronger effect = lower value;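 active = fluorescence ratio to DMSO below 75%, the collection mean minus 3 SD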;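 note: signal is porphyrin accumulated inside mitochondria; 100% equals median channel fluorescence of DMSO control wells; lower ratio means ABCB6 inhibition with less porphyrin fluorescence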
# CaV13 FRET inh: Primary screen for inhibitors of IQ motif and Ca2+-dependent inactivation inhibitor domain binding in CACNA1D, Förster resonance energy transfer in living cells, …; HEK cells, CFP/YFP FRET ICDI-IQ, plate reader, 10 min; percent FRET-ratio fall versus neutral wells; inhibition, % at 12.3 µM; hit rate 0.098% among 340,000;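 active = mean replicate inhibition of at least 30% and at least 1% of replicates passing that level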;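 note: 0% = median of the neutral control wells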
# hiPSC survival: enhancers of single-cell hiPSC survival, primary screen, ATPlite luminescence | hit rate 0.044% among 360,000 | 100% = ROCK inhibitor wells, 0% = DMSO | survival enhancement, % at 20 µM; in the data active = survival enhancement above about 18%;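 note: cells exposed to compounds for 16 hours before the ATP read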
# aDG glyco act: activators of alpha-DG glycosylation, primary screen, uHTS, Pro5-aDG cells, AlphaScreen. alpha-DG glycosylation AlphaScreen (IIH6); 0% Pro5, 100% B10-LARGE cell signal. activation, % at 10 µM. hit rate 0.22% among 360,000. AID 624168, 2012;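 active = activation of at least 8% versus controls, or a plate z-score of at least 8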;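 note: Pro5 are CHO cells carrying HIG-tagged alpha-DG that lacks glycosylation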
# Exocytosis inh: LAMP-1 surface exposure blockers, TALL-104 cells – cell-based, flow cytometry, MLPCN library, primary screen; inhibition, % at 10 µM; TALL-104 LAMP-1 surface exposure; cells stimulated with thapsigargin and PMA; hit rate 0.66% among 360,000;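 active = inhibition above about 55%, limit read from the data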
# Vif inh: HIV Vif self-association inhibitors, primary screen, imaging, HEK293T, single point. HEK293T cells, Vif self-association by quenched fluorescence, 24 h. inhibition, % at 7.49 µM. hit rate 0.35% among 340,000; in the data active = inhibition above about 50%, passing the limit was not always enough; note: some results filed as inactive read as strong as hits
# N-glyco inh: increase of ERlucT glycosylation luciferase signal, primary screen, N-linked glycosylation inhibitor project, D54 ERlucT cells, luminescence, set 2 | D54 ERlucT glycosylation luciferase reporter, 24 h; percent of 100 nM tunicamycin response | hit rate 0.23% among 360,000 | reporter increase, % at 12.5 µM | AID 588692, 2011;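 active = mean luciferase reporter signal, scaled so untreated is 0 and the glycosylation-blocking control 100, at or above a set limit in every replicate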;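 note: luciferase carries N-glycosylation sites so blocking glycosylation raises the light; 0% = median of neutral control wells and 100% = median of 100 nM tunicamycin wells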
# m5-HT2A agonist: mouse Htr2a agonists via beta-arrestin recruitment, primary screen, cell-based, luminescence | 5-hydroxytryptamine receptor 2A (Mus musculus), P35363 | CHO-K1 mHTR2A beta-arrestin complementation; percent of 30 µM serotonin response | activation, % at 7.6 µM | hit rate 0.66% among 360,000;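 active = activation above a run cutoff, the mean activation of all tested compounds plus 3 SD, cut at about 14% in these data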;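 note: 0% = plate median of compound wells and 100% = 30 µM serotonin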
# Target sequence (P35363 whole entry, looked up): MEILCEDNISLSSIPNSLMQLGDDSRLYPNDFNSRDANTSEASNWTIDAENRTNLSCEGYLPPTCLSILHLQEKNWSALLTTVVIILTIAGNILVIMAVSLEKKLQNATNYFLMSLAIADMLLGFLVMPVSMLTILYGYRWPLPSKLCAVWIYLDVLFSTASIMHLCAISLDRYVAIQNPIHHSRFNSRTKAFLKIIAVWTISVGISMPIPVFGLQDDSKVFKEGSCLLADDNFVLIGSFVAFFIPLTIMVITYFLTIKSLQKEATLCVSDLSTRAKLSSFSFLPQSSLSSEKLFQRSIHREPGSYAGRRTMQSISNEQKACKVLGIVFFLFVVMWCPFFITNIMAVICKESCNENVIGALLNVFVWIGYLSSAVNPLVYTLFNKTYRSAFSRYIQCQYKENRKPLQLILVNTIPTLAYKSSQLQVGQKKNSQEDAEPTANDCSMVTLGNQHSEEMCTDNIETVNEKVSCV
# PDI turbidity: inhibitors of human PDI, primary screen, biochemical, turbidity, single point, plate reader; PDI insulin aggregation turbidity, A650, 90 min; inhibition, % at 10 µM; hit rate 0.052% among 350,000; AID 588391, 2011;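 active = mean inhibition across replicates of 30% or more, whatever share of single replicates reach that level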;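 note: absorbance from insulin aggregation driven by PDI reduction with DTT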
# Target sequence (P07237 whole entry, looked up): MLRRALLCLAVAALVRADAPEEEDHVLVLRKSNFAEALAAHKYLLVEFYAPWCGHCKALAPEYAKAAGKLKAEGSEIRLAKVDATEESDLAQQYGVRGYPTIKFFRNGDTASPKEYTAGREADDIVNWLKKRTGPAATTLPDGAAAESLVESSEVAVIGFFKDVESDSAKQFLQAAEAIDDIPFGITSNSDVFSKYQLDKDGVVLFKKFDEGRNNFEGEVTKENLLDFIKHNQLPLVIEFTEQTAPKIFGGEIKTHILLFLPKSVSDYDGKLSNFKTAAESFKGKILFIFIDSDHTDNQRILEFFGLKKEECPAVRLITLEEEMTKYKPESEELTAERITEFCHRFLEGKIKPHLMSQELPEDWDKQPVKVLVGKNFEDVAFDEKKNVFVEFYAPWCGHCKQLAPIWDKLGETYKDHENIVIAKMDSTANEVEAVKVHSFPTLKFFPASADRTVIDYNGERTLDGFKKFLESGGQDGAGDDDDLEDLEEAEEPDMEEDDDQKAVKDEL
# H9c2 protect: cardioprotection against H2O2-induced cell death, primary screen, uHTS, H9c2 cells, ATPLite luminescence. hit rate 0.63% among 360,000. protection from H2O2 cell death, % at 20 µM. AID 588492, 2011. H9c2 cardiomyocytes, H2O2 injury protection, 2 h;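 active = compounds giving at least 50% protection of heart cells from peroxide-induced death in the single-dose screen, raw or plate-pattern-corrected value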;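 note: 0% = DMSO wells with peroxide and 100% = DMSO wells without peroxide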
# An asterisk follows results filed as active; nt = not tested or not shown; & = joins results of further samples.
SMILES,ABCB6 inh MLPCN,CaV13 FRET inh,hiPSC survival,aDG glyco act,Exocytosis inh,Vif inh,N-glyco inh,m5-HT2A agonist,PDI turbidity,H9c2 protect
COc1ccc(C(=O)NCCS(=O)(=O)N2CCCCCC2)cc1,93,-7,-0.1,-0.2,-7,3,2,-1,0,-1
COc1ccccc1CCn1cnc(-c2ccc(Br)cc2)c1C(C)C,92,-8,-0.7,0.1,2,nt,nt,-5,nt,nt
O=C(CC1C(=O)NCCN1CC1CCCCC1)NCCc1ccc(F)cc1 (centres undefined),98,-4,-0.8,0.0,-8,-8,1,-1,-7,2
O=C1CC(CCC(=O)NC2CC2)c2ccccc2N1 (centres undefined),103,-8,1.4,0.0,-2,14,2,1,-1,0
NC(=O)c1cc2cc(Cl)ccc2oc1=Nc1cccc(C(F)(F)F)c1,95,-7,-0.7,0.0,-2,11,2,0,4,4
CCCn1c(CCC(=O)O)ccc1-c1cccs1,97,nt,0.0,0.0,-1,nt,1,0,0,8
CC(C)c1ccc(C(C(=O)NC(C)(C)C)N(C(=O)CNC(=O)c2ccco2)c2cccnc2)cc1 (centres undefined),104,-5,2.4,0.2,-3,12,-1,-1,-5,3
COc1cc(C(=O)Nc2nnc(CC(C)(C)C)s2)c([N+](=O)[O-])cc1OC,100,-18,2.8,0.0,1,7,3,-2,0,0
COCCNC(=O)CN1CCC(NC(=O)C(C)(C)C)CC1,99,-10,-1.8,-0.1,4,0,0,-3,3,0
O=C(N/N=C/c1ccc(OC(F)F)cc1)C1=COCCO1,99,7,-1.6,0.2,8,3,-8,-1,0,-11
CCc1nc(C)cn1S(=O)(=O)c1ccc([N+](=O)[O-])cc1,99,-4,0.1,-0.5,-7,22,0,-2,-3,0
COC(=O)c1cc(S(=O)(=O)N2CCN(c3ccccc3)CC2)c[nH]1,97,-4,0.4,-0.2,0,nt,1,-4,nt,-5

# Part of the list above in a different format.
mol	ABCB6 inh MLPCN	CaV13 FRET inh	hiPSC survival	aDG glyco act	Exocytosis inh	Vif inh	N-glyco inh	m5-HT2A agonist	PDI turbidity	H9c2 protect
NC(=O)c1cc2cc(Cl)ccc2oc1=Nc1cccc(C(F)(F)F)c1	95	-7	-0.7	0.0	-2	11	2	0	4	4
CCCn1c(CCC(=O)O)ccc1-c1cccs1	97	nt	0.0	0.0	-1	nt	1	0	0	8
CC(C)c1ccc(C(C(=O)NC(C)(C)C)N(C(=O)CNC(=O)c2ccco2)c2cccnc2)cc1 (centres undefined)	104	-5	2.4	0.2	-3	12	-1	-1	-5	3

# Entries of single compounds, quoted from the list. Values in the order: ABCB6 inh MLPCN, CaV13 FRET inh, hiPSC survival, aDG glyco act, Exocytosis inh, Vif inh, N-glyco inh, m5-HT2A agonist, PDI turbidity, H9c2 protect
# NC(=O)c1cc2cc(Cl)ccc2oc1=Nc1cccc(C(F)(F)F)c1 as listed: 95, -7, -0.7, 0.0, -2, 11, 2, 0, 4, 4
# O=C(N/N=C/c1ccc(OC(F)F)cc1)C1=COCCO1 as listed: 99, 7, -1.6, 0.2, 8, 3, -8, -1, 0, -11
# COc1cc(C(=O)Nc2nnc(CC(C)(C)C)s2)c([N+](=O)[O-])cc1OC as listed: 100, -18, 2.8, 0.0, 1, 7, 3, -2, 0, 0

# Further compounds.
SMILES,ABCB6 inh MLPCN,CaV13 FRET inh,hiPSC survival,aDG glyco act,Exocytosis inh,Vif inh,N-glyco inh,m5-HT2A agonist,PDI turbidity,H9c2 protect
COC(=O)c1ccc(NC(=S)Nc2ccccc2)cc1,99,-7,0.0,-0.2,0,1,0,0,1,0
COc1ccc(NC(=O)CN(C)C(=O)c2cnc(Cl)c(Cl)c2)cc1,100,-2,0.1,-0.1,-9,-10,1,2,-7,2
COc1cc(/C=N/NC(=O)C2(O)c3ccccc3-c3ccccc32)ccc1O,97,-4,-0.6,0.1,-3,9,-1,2,-1,14
Cc1oc2c(c(C)cc3oc(=O)c(CC(=O)NCCCO)c(C)c32)c1C,95,-1,-0.8,-0.2,12,-10,5,0,10,3
Cc1c(C(=O)N2CCN(c3ccccn3)CC2)oc2c(F)cccc12,94,1,-0.6,0.2,-6,3,-1,-16,-2,11
O=C(/C=C/c1cccc(C(F)(F)F)c1)NNC(=O)c1ccncc1,95,-14,0.1,0.0,-1,-9,3,2,2,-4
CN1CCN(C2CCCCC2NS(=O)(=O)c2ccc(Cl)cc2)CC1 (centres undefined),100,nt,0.2,0.0,3,-6,-2,-4,-1,-4
COc1cc2cc(CCCO)oc(=O)c2cc1OC,100,-10,0.5,0.2,26,-1,1,3,2,8
CCN(Cc1cc(=O)[nH]c2ccccc12)C(=O)c1ccc(C)cc1,98,-4,-0.2,0.4,3,-1,3,5,-3,0
Cc1ccc(S(=O)(=O)Nc2ccc3c(c2)C(=O)N([C@H](C)CO)C[C@H](C)[C@@H](CN(C)Cc2ccccc2)O3)cc1,91,-11,-1.7,-0.3,4,-5,0,6,9,3
CC(c1nccs1)N(C)c1nc2nonc2nc1NC1CC1 (centres undefined),96,-7,0.4,-0.1,-1,-2,2,2,4,6
COc1ccc(C(CC(=O)c2ccccc2)S(=O)(=O)c2ccc(C)cc2)cc1 (centres undefined),106,-9,-1.7,-0.1,1,14,2,-1,2,-18
Nn1c(SCc2ccccc2)nnc1-c1ccco1,94,-6,-0.4,0.1,4,nt,8,-1,2,6
O=C(NCc1ccc(Cl)cc1)NCc1ccc(Cl)cc1,99,-6,-1.9,0.2,0,2,1,2,-5,1
CCc1cccc(NS(=O)(=O)c2c(C)n[nH]c2C)c1,96,-4,-1.4,0.0,-3,-6,1,1,-6,0
C=CCOc1cc(C)nc(-c2ccccc2O)n1,95,-5,-1.1,-0.1,-2,5,1,-4,3,-2
O=C(c1cccs1)N1C[C@H](O)[C@@H](n2cc(C3CC3)nn2)C[C@@H]1c1ccccc1,97,-5,7.7,0.1,0,-2,0,3,9,0
CCOC(=O)c1cnc2cc(-c3ccc(C(C)(C)C)cc3)nn2c1N,95,-5,15,0.4,0,-10,4,12,-1,-1
CCCC(C)NC(=O)CN1C(=O)NC2(CCc3ccccc32)C1=O (centres undefined),94,-3,0.3,-0.1,3,2,3,6,11,6
COc1ccc(NC(=O)c2ccco2)cc1NC(=O)COc1ccccc1[N+](=O)[O-],99,-20,-0.4,0.1,-11,-2,0,-2,-4,-7
CCC(=O)Nc1ccc(S(=O)(=O)Nc2nccs2)cc1,97,-20,-0.8,-0.1,10,3,0,2,8,-2
CCOc1ccccc1N(CC)C(=O)c1cc2c(s1)-c1ccccc1S(=O)(=O)C2,100,0,-1.6,-0.6,-2,0,-1,6,nt,13
O=S(=O)(c1ccc(F)cc1)N1CCN(C(=S)NCc2ccco2)CC1,108,-3,0.2,-0.2,-4,1,-3,4,-7,7
C/C(N)=C(/C#N)C(=O)COC(=O)c1cc(-c2ccc(Br)cc2)nc2ccccc12,94&90,-7&-15,-1.3&0.8,-0.1&-0.2,-3&-3,0&-7,-7&-11,0&-4,-7&-4,11&5
Cc1ccc(N2CC(C(=O)N3CCN(c4ccccc4)CC3)CC2=O)cc1 (centres undefined),84,-9,1.6,0.1,5,-3,3,-6,-9,0
O=c1c2ccccc2n(Cc2ccc(F)cc2)c(=O)n1C1CCCC1,97,-1,1.5,0.1,-4,-12,-7,9,-6,8
O=C(NNc1ncnc2ccccc12)c1cccc(Cl)c1,98,-16,-0.4,0.2,1,4,-7,0,-6,-14
Cc1cc(NC(=O)c2cccc3c2C(=O)N(C2CCCCC2)C3)ccc1Br,100,nt,0.4,0.1,8,12,-3,7,1,0
CCN(Cc1ccccc1)C(=O)CCS(=O)(=O)c1cc2c(cc1Cl)NC(=O)CO2,101,-6,4.5,-0.2,-2,nt,0,-5,nt,10
CCCCCCCC(=O)NC1=NC(=O)C(C)(C)S1,103,-11,-0.2,0.0,-2,3,2,-1,-2,1
CCCNC(=O)COc1ncnc2sc(C)c(C)c12,93,nt,1.4,0.1,0,nt,-1,3,8,27
Cn1c(=O)cc(OCCCC(=O)NCc2ccco2)c2ccccc21,100,-5,3.1,0.0,1,4,10,5,-5,-2
CC1=C(C(=O)NCc2ccco2)C2(CCC(C)CC2)OC1=O (centres undefined),96,-5,3.1,-0.1,-1,-4,2,-2,nt,14
CC(C)(C)NS(=O)(=O)c1ccc(CCC(=O)NCc2ccco2)cc1,98,-4,2.0,0.1,-3,-1,0,4,3,-1
Cc1ccnc(NC(=S)NC(=O)/C=C/c2ccco2)c1,94,-4,2.8,0.2,4,0,18,9,-4,3
COc1ccc(-c2cnnn2-c2ccc([N+](=O)[O-])cc2)cc1,100,-19,-0.5,0.0,-1,-7,0,1,-6,-6
Cc1cc(=O)n(CC(=O)Nc2cc(Cl)ccc2C)c(C(C)C)n1,98,-16,-0.5,0.1,-3,10,2,0,-4,2
O=C1Cc2ccccc2N1c1ccccc1,104,-8,-1.0,-0.3,1,nt,nt,-4,-8,9
O/C(=C\c1nc2ccccc2[nH]1)c1cccs1,110,-7,0.9,0.3,0,9,2,3,-4,-10
Cc1ccc(S(=O)(=O)NCCn2cnc([N+](=O)[O-])n2)cc1,99,-6,2.0,-0.1,0,-1,0,9,-10,-1
COc1cc(C)ccc1Oc1nc(-c2ccccc2O)nc2ccccc12,100,-2,0.5,0.0,-1,-2,-4,-1,-1,-11
CC(C)(C)NC(=O)NC(=O)COC(=O)Cc1ccc(Cl)cc1Cl,97,-7,0.5,-0.1,-4,2,1,5,1,-13
CC(=O)Nc1ccc(C(=O)CN2C(=O)CSC2=O)cc1,102,-3,-0.3,-0.1,-1,12,1,3,-3,7
CCC/C=C/c1ccc(CN2C(CC(C)C)C(=O)N(Cc3cn(CCOCOC)nn3)CCS2(=O)=O)cc1 (centres undefined),97,-3,-0.7,0.2,2,-1,2,-1,-9,-6

# The order is random; overall some 3.1% were active at least once.
